aSyn yeast rescue = qHTS of alpha-syn Inhibitors: NCGC Sytravon Library Screen | AID 1347070, 2019 | S. cerevisiae alpha-synuclein toxicity rescue, BacTiter-Glo growth, 24 h | 0.02% of 94,000 active | Potency, µM (series often up to 46.1 µM), for the others: at the highest dose growth rescue (activation), usual class: activators; active means well fitted activation curve with a large enough effect; further: 0% is about no effect
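Growth restoration measured by BacTiter-Glo luminescence after 24 hr at 30 deg C; alpha-synuclein yeast, raffinose-pregrown to mid-log, were added at OD600=0.02 in galactose medium onto pinned compounds.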
The depositor's hits bear a star; & = joins results of further samples; [ ] = remark or other dose. Potency means the concentration at half of the fitted maximal effect. This is a subset (hit frequency here may not be typical).

SMILES	aSyn yeast rescue
COc1ccc([C@H]2C[C@@H](O)[C@H](n3cc(C4CC4)nn3)CN2C(=O)c2cccs2)cc1	1.9%
CC(=O)c1cccc(N(C(=O)Cn2nnc3ccccc32)C(C(=O)NCc2ccccc2)c2ccc(F)cc2)c1 (stereo unspecified)	-7.7%
CC1=C(O)C(=O)C(c2c(C)cc(C)c(Br)c2C)=C(O)C1=O	-64.3%[inhibitor]
CCOC(=O)C1CCCN(S(=O)(=O)c2ccc3c(c2)CCCN3C(C)=O)C1 (stereo unspecified)	6.7%
CCC(=O)N1CCc2cc(Br)cc(S(=O)(=O)N3CCCC(C(=O)NCc4ccccc4)C3)c21 (stereo unspecified)	-13.5%
CCOc1ccc(C(=O)Nc2nnc(SCc3cc(=O)n4ccccc4n3)s2)cc1	0.2%
Cc1ccc(-c2nnn(CC(=O)N(CCO)C(C(=O)NC3CCCCC3)c3ccncc3)n2)o1 (stereo unspecified)	3.5%
COc1ccc(C2CC(=O)c3cc(-c4nc(-c5cccc([N+](=O)[O-])c5)cs4)c(=O)n(-c4cccc(C)c4)c3C2)cc1 (stereo unspecified)	-1.1%
CC(=O)c1ccc2c(c1)OCCOCCOc1ccccc1OCCOCCO2	-10.1%
Cc1cc(C(F)F)n2nc(C(=O)Nc3cc(Cl)ccc3C)nc2n1	-4.9%
Cc1ccc(-c2cc(-c3coc4ccccc4c3=O)c3c(n2)-c2ccccc2OC3)cc1	0.3%
C#CC[N+](C)(C)CC#Cc1ccccc1	-16.4%
C[C@H](CO)N1C[C@H](C)[C@H](CN(C)C(=O)c2ccccc2)OCc2cnnn2CCCC1=O	0.6%
N#Cc1c(C(F)(F)F)cc(-c2cccs2)nc1SCC(=O)Nc1cccc(C(F)(F)F)c1	4.0%
CCC(C)c1ccc(-n2c(=O)c3ccccc3n3c(=S)[nH]nc23)cc1 (stereo unspecified)	-1.7%
Cc1ccc(CNC(=O)c2cnc(N3CCCC3)nc2C)cc1	3.1%
O=C(Cc1ccccc1)NCC(=O)Nc1cccc(Cl)c1	7.1%
COc1ccc(OCC(=O)NCC(c2cccs2)N2CCOCC2)cc1 (stereo unspecified)	-5.0%
O=C1C2C3C=CC(C3)C2C(=O)N1c1ccc(S(=O)(=O)Nc2nccs2)cc1 (stereo unspecified)	-4.8%
Cc1cc(NS(=O)(=O)c2cn(C)c(C)n2)ccc1Br	-4.8%
COC(=O)Cc1cc(=O)n2c(nc3ccccc32)[nH]1	5.1%
CCS(=O)(=O)N1CCc2cc(C(=O)Nc3cccc(Cl)c3C)ccc21	2.8%
Cc1nn(-c2ccc(F)cc2)c(-n2cccc2)c1C(=O)NCCCN1CCN(c2cccc(Cl)c2)CC1	-9.9%
Cc1ccc(-n2c(SCC(N)=O)nnc2-c2cnccn2)cc1	10.0%
COc1ccc(N(CC(=O)NC2CCCCC2)C(=O)CNC(=O)c2ccco2)cc1	-11.0%
Cc1ccccc1OCC(=O)Nc1ccc(S(=O)(=O)N2CCCC2)cc1	4.3%
CC(C)Cc1ccc(-c2cc(=O)[nH][nH]2)cc1	-2.2%
O=C(c1cc(-c2cccc(Cl)c2)on1)N1CCN(c2ccccc2)CC1	-3.3%&-2.7%
CCNC(=O)NC(=O)C(C)Sc1nc2ccccc2c(=O)n1-c1cccnc1 (stereo unspecified)	3.4%
CC(C)c1cccc(C(C)C)c1NC(=O)CN1C(=O)NC2(CCCC2)C1=O	-13.7%
Cc1ccccc1C(=O)Nc1nnc(S(=O)(=O)N2CCCCCC2)s1	-3.1%
O=C(CCC(=O)N1CCOc2ccccc21)NCc1cccnc1	4.1%
COc1ccc(N(CC(=O)Nc2ccccc2C(=O)O)S(=O)(=O)c2ccc(C)c([N+](=O)[O-])c2)cc1	-3.3%
CCC1=NN(S(=O)(=O)c2ccc(C)cc2)C(O)(C(F)(F)F)C1 (stereo unspecified)	2.9%
CC1CCN(S(=O)(=O)c2ccc3c(c2)N(CC(=O)N2CCN(c4ccc(Cl)cc4)CC2)C(=O)CO3)CC1	5.8%
O=C(c1cc2ccccc2cc1O)N1CCN(c2ccccc2O)CC1	6.5%

Of the compounds above, 2 contain a furan ring, fused or not.
SMILES	aSyn yeast rescue
Cc1ccc(-c2nnn(CC(=O)N(CCO)C(C(=O)NC3CCCCC3)c3ccncc3)n2)o1 (stereo unspecified)	3.5%
COc1ccc(N(CC(=O)NC2CCCCC2)C(=O)CNC(=O)c2ccco2)cc1	-11.0%

The list continues:
SMILES	aSyn yeast rescue
O=C(NCc1cccs1)C1CCCN(C(=O)Nc2ccccc2)C1 (stereo unspecified)	-7.4%
CC(C)(C)c1ccc(OCCOCCn2c(-c3ccc(Cl)cc3)nc3ccccc3c2=O)cc1	-0.5%
CC1=C(C(=O)N2CCCCC2)C2(CCC(C)CC2)OC1=O (stereo unspecified)	-5.1%
CN(C)CCCNC(=O)CCc1ncc(C(F)(F)F)cc1Cl	-5.0%
Cc1cccc(CCNC(=O)C2CCN(c3nc4ccccc4nc3C(F)(F)F)CC2)c1	0.9%
CCN(CC(=O)NCc1ccc(F)cc1)C(=O)Cc1c(F)cccc1Cl	-6.1%
CC(=O)c1ccc(NS(=O)(=O)c2ccc(N)cc2)cc1	-2.1%
CCC1(C)Cc2ccccc2-c2[nH][nH]c(=O)c21 (stereo unspecified)	-1.6%
CCCN(CCC)CCCNC(=O)c1cc2c(-c3ccc(Cl)cc3)nn(C)c2s1	5.2%
Cc1nn(CC(=O)N2CCN(c3ccccc3)CC2)c(=O)c2cc3sccc3n12	-13.3%
O=C(Cc1cccs1)NC(Cc1c[nH]c2ccccc12)C(=O)O (stereo unspecified)	8.5%
CCOc1cccc(NC(=O)C2CC(=O)N(C)C(=Nc3ccc(OC)cc3)S2)c1 (stereo unspecified)	3.8%
COc1cc(C(=O)NCC(=O)N/N=C/c2ccc(-c3ccc([N+](=O)[O-])cc3)o2)cc(OC)c1OC	-4.5%
CCOc1ccc(C2C(C(=O)O)CCC(=O)N2C2CCCCC2)cc1 (stereo unspecified)	0.7%
COC(=O)c1ccc(-n2nnc(-c3nsc(NC(=O)c4ccc(Cl)cc4)n3)c2C)cc1	6.8%
COc1ccc(-c2nc(CSCC(=O)NCCc3ccc(C)cc3)c(C)o2)cc1OC	4.5%
O=C(NCC(c1cccnc1)N1CCN(c2ccccc2F)CC1)c1ccc(F)cc1 (stereo unspecified)	1.9%
COC(=O)C1=CN(Cc2cccs2)C=C(C(=O)OC)C1c1ccc(OC)cc1OC	15.4%
CCOc1cc2[nH]c(=O)n(CCCC(=O)N3CCN(c4ccc(OC)cc4)CC3)c(=O)c2cc1OCC	5.7%
CCc1cccc(NC(=S)N(CCCN2CCOCC2)C(C)c2cc3cccc(OC)c3o2)c1 (stereo unspecified)	-0.3%
CCCN1C(=O)c2[nH]nc(-c3ccccc3)c2C1c1cccc(O)c1 (stereo unspecified)	4.4%
Cc1ccc(N2CC(NC(=O)c3ccc(S(=O)(=O)N(C)C)cc3)CC2=O)cc1C (stereo unspecified)	-0.9%
O=C(Nc1cccc(Cl)c1)C1CCN(C(=O)c2cccs2)CC1	0.1%
C=CCNCCCOc1ccc(C)cc1Br	4.2%
CCCc1cc(C(=O)Nc2sc3c(c2C#N)CCC3)no1	8.7%
Cc1ccc(OCCCCn2nnc3sc4c(c3c2=O)CCC(C)C4)cc1 (stereo unspecified)	-3.9%
CCOc1ccc(-c2cc(C(=O)N3CCN(c4cccc(C)c4)C(C)C3)c3ccccc3n2)cc1 (stereo unspecified)	-12.6%
CC(C)Cc1nnc(NC(=O)CN2C(=O)NC3(CCCC3)C2=O)s1	-5.7%
Cc1cc(C(=O)Nc2cccc3ccccc23)oc1C	-6.1%
O=C(CSc1cn(CC(=O)N2CCCCC2)c2ccccc12)NCc1ccccc1	1.4%
CCC(=O)N1CCN(c2ccccc2NC(=O)c2ccc([N+](=O)[O-])o2)CC1	-19.6%
COC(=O)c1ccc(NS(=O)(=O)c2ccc(-n3cccn3)cc2)cc1	-8.7%
COc1cccc(N2CCN(C(=O)c3cnn(-c4ccc(C)cc4C)c3C3CCN(C(=O)OC(C)(C)C)CC3)CC2)c1	7.0%
COc1ccc(N2CC(NC(=O)c3ccco3)CC2=O)cc1 (stereo unspecified)	-1.3%
CCOc1ccc(C(=O)c2cn(CC(=O)Nc3ccc(C)c(Cl)c3)c3ccc(OCC)cc3c2=O)cc1	-0.9%
N=c1c(C(=O)NCc2ccco2)cc2c(=O)n3ccccc3nc2n1C1CCCC1	-0.6%
CCc1nnc2n1N=C(c1ccc(Cl)cc1Cl)CS2	13.5%
CCOc1ccc(-n2c(O)c(/C=N/Nc3nc(C)cc(C)n3)c3ccccc3c2=O)cc1	-11.8%
Cc1ccc(CCNC(=O)c2cc3ccccn3n2)cc1	-12.8%
COc1cccc(CN2CCN(Cc3ccc4c(c3)OCCO4)CC2CCO)c1 (stereo unspecified)	-0.1%
CS(=O)(=O)c1ccc(C(=O)OCC(=O)NNC(=O)COc2ccc(Cl)cc2)cc1	5.6%
CC(C)NC(=O)c1sc2ncccc2c1-n1cccc1	5.8%
COC(=O)c1ccccc1NC(=O)Cn1nc(C(F)(F)F)c2c1CCCC2	-55.3%[inhibitor]
COc1ccc(N2CCN(C(C)C(=O)N3CC(C)OC(C)C3)CC2)cc1 (stereo unspecified)	-2.8%
COc1ccc(CNC(=O)CN(Cc2ccc(Cl)cc2)C(=O)c2csnn2)cc1	-13.6%
CC(=O)c1cc2c(cc1NS(=O)(=O)c1cccc(C(=O)O)c1)OCO2	2.4%
Nc1nc(C(c2ccccc2)c2ccccc2)cs1	17.5%
CCCCCN1CC(=O)N2Cc3[nH]c4ccccc4c3C[C@H]2C1=O	-28.3%

Of the compounds above, these have a nitro group on carbon.
SMILES	aSyn yeast rescue
COc1ccc(C2CC(=O)c3cc(-c4nc(-c5cccc([N+](=O)[O-])c5)cs4)c(=O)n(-c4cccc(C)c4)c3C2)cc1 (stereo unspecified)	-1.1%
COc1ccc(N(CC(=O)Nc2ccccc2C(=O)O)S(=O)(=O)c2ccc(C)c([N+](=O)[O-])c2)cc1	-3.3%
COc1cc(C(=O)NCC(=O)N/N=C/c2ccc(-c3ccc([N+](=O)[O-])cc3)o2)cc(OC)c1OC	-4.5%
CCC(=O)N1CCN(c2ccccc2NC(=O)c2ccc([N+](=O)[O-])o2)CC1	-19.6%

The main list resumes; the 4 compounds before the break are reprinted first.
SMILES	aSyn yeast rescue
COc1ccc(CNC(=O)CN(Cc2ccc(Cl)cc2)C(=O)c2csnn2)cc1	-13.6%
CC(=O)c1cc2c(cc1NS(=O)(=O)c1cccc(C(=O)O)c1)OCO2	2.4%
Nc1nc(C(c2ccccc2)c2ccccc2)cs1	17.5%
CCCCCN1CC(=O)N2Cc3[nH]c4ccccc4c3C[C@H]2C1=O	-28.3%
O=C(CC1C(=O)N(c2ccccc2)C(=O)N1CCc1cccs1)Nc1ccc(F)cc1 (stereo unspecified)	1.8%
Cc1cc2c(SCC(=O)NC3CCCCC3)ncnc2s1	2.2%
CC(C)N(Cc1ccccc1)C(=O)CN1C(=O)COc2ccc(S(=O)(=O)NC3CCCC3)cc21	-5.5%
COc1ccc(CNC(=O)c2nn(C)c3c2CS(=O)(=O)c2ccccc2-3)cc1	11.9%
COc1ccccc1Nc1nc2cc(C)ccc2cc1C#N	5.0%
CC(=O)NC12CC3CC(C1)CC(C(=O)N(C)CC(=O)Nc1ccccc1Cl)(C3)C2	-2.4%
COc1cccc(-c2nc(SCC(=O)Nc3ccc4c(c3)OCO4)c(-c3ccccc3)[nH]2)c1	-16.7%
Cc1ccc2c(c1)c(=O)c1ccccc1n2CCCC(=O)Nc1ccc(Cl)c(Cl)c1	-30.8%[inhibitor]
COc1ccc(OC)c(NC(=O)c2ccc(CSc3nnc(C)s3)cc2)c1	1.2%
Cn1cccc1Cc1nnc(SCC(=O)NCC2CCCO2)n1-c1ccc(F)cc1 (stereo unspecified)	0.1%
COc1cccc(C(=O)O)c1OS(=O)(=O)c1ccc(C)cc1	-8.4%
CC(C)NC(=O)C1CCC(Cn2c(=O)c3sccc3n(CC(=O)N3CCCC3)c2=O)CC1 (stereo unspecified)	1.3%
Cc1ccc(CNC(=O)CCN2C(=O)COc3ccc(C)cc32)cc1	5.1%
Cc1ccc(C)c(NC(=O)CN(C)S(=O)(=O)c2cccc3nsnc23)c1	-2.7%
O=C(NCCS(=O)(=O)N1CCCCCC1)c1ccc(F)cc1	-4.6%
CCOc1cccc(CC(=O)NCc2ccc3c(c2)CCN3C(=O)c2ccc(F)cc2)c1OCC	9.6%
Cc1cccc(C)c1NC(=O)CN1CCN(C(=O)c2cc(C3CC3)nn2-c2ccccc2)CC1	-4.1%
Cc1ccc2c(=O)n3c(nc2c1)C(Cc1ccc(O)cc1)NC(=O)c1cccnc1-3 (stereo unspecified)	0.3%
Cc1cc(C)n2c(Nc3c(C)cccc3C)c(-c3ccsc3)nc2n1	-5.4%
CC1CCCN(C(=O)Cn2c(=O)oc3cc(S(=O)(=O)N4CCCCC4)ccc32)C1 (stereo unspecified)	7.2%
CCOC(=O)c1c(NC(=O)CCCOc2ccc(C(C)(C)C)cc2)sc2c1CCCC2	2.0%
COc1cccc(N2CCN(C(=O)CCC(=O)N3CCOc4ccc(C)cc43)CC2)c1	0.1%
Cc1ccc2nc(-c3ccccc3N)[nH]c2c1	-21.8%
CCCC(=O)Nc1nc2c(s1)COc1ccccc1-2	-0.3%
Cc1c2cnn(CC(=O)N3CCN(c4ccccc4)CC3)c(=O)c2c(C)n1Cc1ccc(F)cc1	9.2%
CC1(C)CC(=O)C=C(c2ccc(-c3ccccc3)cc2)C1=O	8.1%
CC(=O)NC(CC(=O)Nc1ccc2c(c1)OCCO2)c1ccccc1 (stereo unspecified)	4.5%
Cc1ccc(NC(=O)CN2C(=O)NC(Cc3ccccc3)C2=O)c(Br)c1 (stereo unspecified)	-6.1%
Cc1ccc(Sc2c(C(=O)NCc3cccc(F)c3)[nH]c3ccccc23)cc1	11.6%
COc1ccc(C(=O)Nn2cnc3ccccc3c2=O)c(OC)c1	-2.4%
CN(C)S(=O)(=O)Nc1ccccn1	-1.4%
